All columns: NCI-60 one-dose screen, growth in % after 48 h at 10 µM unless noted; 100 = growth as untreated, 0 = no growth, -100 = all killed.
HCT-15 = HCT-15 colon cancer; AID 1794746; 5.2% of 82,000 active
HCC-2998 = HCC-2998 colon cancer. 4.7% of 79,000 active. AID 1794799
SW-620 = SW-620 colon cancer; 5.2% of 82,000 active
SNB-19 = SNB-19 CNS cancer cells. 2.5% of 81,000 active. AID 1794751
KM12 = KM12 colon cancer cells; 5% of 82,000 active
SNB-75 = SNB-75 CNS cancer | 5% of 79,000 active
SF-539 = SF-539 CNS cancer; AID 1794752; 6.8% of 81,000 active
SF-295 = SF-295 CNS cancer cells | 5.6% of 79,000 active | AID 1794758
HCT-116 = HCT-116 colon cancer; 7.3% of 82,000 active
Numbers without * were called inactive; . = no result given; & = joins results of further samples. Rule for the calls: active = growth percent below 10; inactive = the rest.

compound,HCT-15,HCC-2998,SW-620,SNB-19,KM12,SNB-75,SF-539,SF-295,HCT-116
O=C(Nc1ccc(-c2nc(-c3cccc(OCCN4CCOCC4)c3)c(-c3ccnc(Br)c3)[nH]2)cc1)Oc1ccccc1,94,122,104,98,101,71,91,92,102
O=Cc1c[nH]c2ncccc12,107,92,111,102,108,73,96,103,108
C=CCn1c(SCC(=O)Nc2ccc(C(=O)/C=C/c3cc(OC)c(OC)c(OC)c3)cc2)nnc1-c1ccc(OC)cc1,-1.5*,-66*,-6.7*,14,-34*,6.7*,-18*,-21*,-29*
N#Cc1nnc2cc(-c3ccccc3)nn2c1-c1cccs1,96,118,98,.,101,100,91,103,101
O=c1[nH]cnc2c1ncn2C1O[C@H](CO)[C@@H](O)[C@H]1O (stereo not given in full),101,111,121,110,118,110,101,113,105
COc1cccc(-c2nn(-c3ccccc3)cc2-c2ccnc(NCCNS(=O)(=O)c3cccc(F)c3)c2)c1,24,17,46,37,20,71,52,13,21
Clc1ccc(-c2ccc(-c3nn4c(-c5ccccc5)nnc4s3)o2)cc1,78,120,102,98,.,96,100,101,106
NS(=O)(=O)Oc1ccc(NC(=O)c2ccc(Cl)cc2)cc1,101,97,103,104,99,100,99,98,102
COc1cc(-c2csc(NC(=O)Nc3ccc(F)cc3F)n2)cc(OC)c1OC,62,96,90,85,66,72,92,84,74
Cc1cccc(Cl)c1NC(=O)Nc1nnc2c3c4c(sc3ncn12)CCCC4,101,101,104,96,95,94,95,98,89
C=CCN=c1sc(-c2ccc3ccccc3c2)cn1NC(=O)c1cc2ccc1CCc1ccc(cc1)CC2,49,89,73,67,57,53,78,46,27
CN(CCCCCl)P(=O)(OCc1ccc([N+](=O)[O-])o1)C(F)(F)c1ccc(CC(=O)NC[C@@H](O)/C=C\[C@@H](O)[C@H](CO)Cc2ccccc2)cc1 (stereo not given in full),96,105,88,102,85,95,102,98,93
NCCCc1nnc(CCC(=O)c2nc3ccccc3[nH]2)o1,90,98,108,102,115,91,101,98,100
CC(=O)C1CCC2C(CCC3=CC(=O)CCC32)C1 (stereo not given),98,94,100,91,105,85,.,98,96
CCOC(=O)/C=C(/C)N,104,103,110,101,101,103,99,105,101
CC1(c2ccc(-c3ccccc3)cc2)NC(=O)NC1=O (stereo not given),98,102,102,102,103,95,91,96,113
C[C@H](C#Cc1ccc(Cc2ccc(F)cc2)s1)N(O)C(N)=O,105,101,102,81,98,77,85,91,85
CC(=O)C1=C(C)Nc2nc3ccccc3n2C1c1ccc2c(c1)OCO2 (stereo not given),98,111,104,100,96,88,100,103,99
CCOC(=O)c1nn(-c2ccccc2)cc1/C=C1\SC(=S)N(CCC(=O)O)C1=O,101,105,106,96,101,76,99,103,104
O=C(Nc1ccc(-n2ccc3c(NC(=O)c4ccccc4)nccc32)cc1)c1ccc(Cl)c(C(F)(F)F)c1,-33*,20,-46*,45,-3.1*,60,24,25,-92*
COc1cc2c(cc1NC(=O)CCCN1C(=O)c3ccccc3C1=O)oc1ccccc12,103,97,106,96,104,72,100,.,88
Cc1nc(NCc2ccco2)c2cn[nH]c2n1,.,.,99,100,99,102,103,99,102
COc1cccc2c1OC(c1ccc3noc(-c4ccc(C)cc4)c3c1)N1N=C(c3ccccc3)CC21 (stereo not given),99,112,101,103,102,99,101,106,108
CCOC(=O)C1=C(C)NC(=O)NC1c1c(Cl)n(Cc2ccccc2)c2ccccc12 (stereo not given),56,85,84,79,67,90,93,77,82

Four of the compounds above, field by field.
Cc1nc(NCc2ccco2)c2cn[nH]c2n1
  HCT-15: . | HCC-2998: . | SW-620: 99 | SNB-19: 100 | KM12: 99 | SNB-75: 102 | SF-539: 103 | SF-295: 99 | HCT-116: 102
COc1cccc2c1OC(c1ccc3noc(-c4ccc(C)cc4)c3c1)N1N=C(c3ccccc3)CC21 (stereo not given)
  HCT-15: 99 | HCC-2998: 112 | SW-620: 101 | SNB-19: 103 | KM12: 102 | SNB-75: 99 | SF-539: 101 | SF-295: 106 | HCT-116: 108
NCCCc1nnc(CCC(=O)c2nc3ccccc3[nH]2)o1
  HCT-15: 90 | HCC-2998: 98 | SW-620: 108 | SNB-19: 102 | KM12: 115 | SNB-75: 91 | SF-539: 101 | SF-295: 98 | HCT-116: 100
O=C(Nc1ccc(-c2nc(-c3cccc(OCCN4CCOCC4)c3)c(-c3ccnc(Br)c3)[nH]2)cc1)Oc1ccccc1
  HCT-15: 94 | HCC-2998: 122 | SW-620: 104 | SNB-19: 98 | KM12: 101 | SNB-75: 71 | SF-539: 91 | SF-295: 92 | HCT-116: 102

Rewritten as labelled records: part of the list above
canonical_smiles: CC(=O)C1=C(C)Nc2nc3ccccc3n2C1c1ccc2c(c1)OCO2 (stereo not given)
  HCT-15 = 98	HCC-2998 = 111	SW-620 = 104	SNB-19 = 100	KM12 = 96	SNB-75 = 88	SF-539 = 100	SF-295 = 103	HCT-116 = 99

canonical_smiles: COc1cccc2c1OC(c1ccc3noc(-c4ccc(C)cc4)c3c1)N1N=C(c3ccccc3)CC21 (stereo not given)
  HCT-15 = 99	HCC-2998 = 112	SW-620 = 101	SNB-19 = 103	KM12 = 102	SNB-75 = 99	SF-539 = 101	SF-295 = 106	HCT-116 = 108

Other results.
compound,HCT-15,HCC-2998,SW-620,SNB-19,KM12,SNB-75,SF-539,SF-295,HCT-116
Cn1cc(C(=O)c2nc(-c3cn(C)c4ccc(F)cc34)no2)c2cc(F)ccc21,93,85,91,104,95,87,107,100,98
Nc1c(Br)cc(O)c2c1C(=O)c1ccccc1C2=O,48,.,62,95,25,110,.,114,70
O=C(O)c1ccccc1S(=O)(=O)O,110,111,112,106,112,101,113,111,104
COc1ccc(-c2cc(-c3nnc(SC/C(=N\O)c4ccccc4)n3-c3ccccc3)c3cc(OC)ccc3n2)cc1,103,109,99,108,97,124,109,110,.
C[C@H]1CC2C([C@@H](O)C[C@@]3(C)C2CC[C@]3(O)C(=O)CO)[C@@]2(C)C=CC(=O)C=C12 (stereo not given in full),107,100,102,.,98,.,.,.,101
CCCCCCCCCCCCCC[n+]1ccc(C(N)=O)cc1,63,6.4*,7.1*,-59*,-87*,-25*,-3.7*,-28*,6.1*
O=C(C(Cl)Cl)N(Cc1ccccc1)Cc1ccccc1,91,101,97,98,100,91,104,96,89
FC(F)(F)c1nnc2n1NC(c1ccccc1)=CS2,101,113,99,97,103,89,100,97,87
CCC1=CCC[C@@]2(C)CCC[C@@]3(C)CCCC(C)(C)[C@]1([O-])[O+]32,108,104,101,102,110,.,103,100,102
CCCCCNN,99,103,100,100,99,78,93,97,93
Cc1c(Cl)cccc1NC(=O)c1sc2nc3c(cc2c1N)CCCCCC3,24,52,21,29,19,-6.8*,0.2*,25,5.1*
C#CCOc1ccc(/C=N/Nc2nc(-c3ccc(F)cc3)cs2)cc1OCC#C,65,116,102,105,98,97,103,92,82
Clc1nccc2c(-c3csc(-c4c[nH]c5ccccc45)n3)c[nH]c12,-40*,64,7.9*,72,48,41,42,27,40
O=C(Cn1cc(CN2C(=O)c3ccccc3S2(=O)=O)nn1)Nc1ccc(F)cc1F,105,107,96,98,97,94,108,104,91
NC(N)=NCCCC(N)C(=O)NC(CCC(=O)O)C(=O)O (stereo not given),95,107,104,99,97,78,96,89,99
O=C(NCCNc1nccc(-c2c(-c3cccc(O)c3)nc3sccn23)n1)c1ccccc1,88,98,78,91,76,54,73,67,42
CC(C)N(C)CCOC(=O)C(c1ccccc1)C1CCCC1 (stereo not given),96,110,102,105,106,95,103,98,102
O=C1NCN(c2ccccc2)C12CCN(CCCC(c1ccc(F)cc1)c1ccc(F)cc1)CC2,50,16,77,78,76,72,51,17,30
COc1cc(/C=C(/C)C[N+](=O)[O-])ccc1O,46,102,49,98,97,78,105,99,83
Cc1ccsc1C(NC(=O)c1ccccc1)c1cc(Cl)c2cccnc2c1O (stereo not given),13,45,19,15,22,30,19,1.3*,14
Cc1ccc(C)c(NC2=C(Cl)C(=O)c3nc(C)ccc3C2=O)c1,-61*,18,-49*,17,37,63,-95*,-24*,-74*
COC1CCC(N2C(=O)CNc3ncc(-c4ccc(C(C)(C)O)nc4)nc32)CC1 (stereo not given),10,.,12,14,7.4*,-23*,-22*,-15*,11
COc1ccc(N2CSC(=S)N(c3ccc(OC)cc3)C2)cc1,65,.,95,91,89,66,81,94,83
CCN(CC)c1ccc(/C=N\NC(=O)/C=C/C=C/c2ccc3c(c2)OCO3)c(O)c1,21,54,32,61,30,59,23,42,7.9*
O=C1OC(C2COC(c3ccccc3)O2)C(O)=C1O (stereo not given),92,102,109,100,116,.,104,110,100
S=c1ccc2ccccc2[nH]1,113&102,107&111,104&106,97&99,103&106,86&95,102&98,109&104,102&96
Cc1ccc(C(=O)Nc2ccc(C(=O)NC(=S)Nc3ccc(S(N)(=O)=O)cc3)cc2)cc1,85,113,101,96,97,85,99,93,95
CNC(=O)c1ccccc1,109,104,102,106,103,101,101,100,93
CCOC(=O)N1CCCC1,107,99,103,94,112,96,.,107,99
O=C1NC(c2ccc(C(F)(F)F)cc2)N=C2C(c3ccccc3)=NOC12 (stereo not given),96,103,103,98,104,102,100,96,107
COc1cc(NC(=O)CN2CCN(c3cc(=O)n(-c4ccccc4)c4ccccc34)CC2)cc(OC)c1OC,104,116,107,95,103,85,103,106,103
Cc1ccccc1NC(N)=O,103,112,104,112,115,106,102,100,99
CC/C(=C(/c1ccc(O)cc1)c1ccc(OCCN(C)C(=O)CCOCCNC(=O)c2cccc3c2CN([C@@H]2CCC(=O)NC2=O)C3=O)cc1)c1ccccc1,105,120,116,100,112,101,97,107,118
COC(=O)c1cccc(NC2=CC(=O)C(C)=C(C)C2=O)c1,94,110,104,96,97,93,97,115,67
CCO/C=C1\SC(=S)N(c2cccc(O)c2)C1=O,104,111,112,96,97,75,102,99,97
CCC1([N+](=O)[O-])COC(c2ccc(C)cc2)OC1 (stereo not given),110,105,107,103,102,83,104,98,108
CCN(CC)c1ccc(/C=N/NC(=O)Cc2ccc(Nc3ccnc(C(F)(F)F)c3)cc2)c(O)c1,33,27,36,31,41,5.9*,17,18,20
CC(=O)NNC(=O)c1ccc(C(=O)O)cc1,100,94,103,85,101,108,105,125,102
N#Cc1c(N)cc(=O)n(-c2nc3ccccc3[nH]c2=O)c1O,105,115,101,99,112,96,109,101,97
C=CCC(=O)OCC1CC2C=CC1C2 (stereo not given),96,96,101,101,105,80,104,94,101
C[C@]12CC[C@@H]3c4ccc(O)cc4CC[C@H]3[C@@H]1CC[C@@H]2NS(=O)(=O)c1ccc2ccccc2c1,48,80,77,.,41,63,91,.,41
CCOC(=O)c1ccccc1C(C)CC (stereo not given),104,107,108,111,106,95,110,97,101
CC1(C)CC[C@]2(CN)CC[C@]3(C)C(=CC[C@@H]4[C@@]5(C)CCCNC(C)(C)[C@@H]5CC[C@]43C)[C@H]2C1,72,46,102,101,101,99,100,104,91
C=CC(=O)N1CC2(CC(n3nc(-c4ccc(Oc5ccccc5)cc4)c4c(N)ncnc43)C2)C1,29,65,79,37,49,-14*,10,70,45
Cc1cccc[n+]1CC(=O)c1cccc2ccccc12,99,111,110,100,103,90,93,95,94
CCOC(=O)/C(C#N)=C(/C)C1CC1,99,112,108,110,106,88,97,113,110
Cc1cccc(NC(=O)N(C(C)C)C(C)C)c1,101,102,98,90,104,84,106,100,112
O=C1C(Cl)=C(Oc2ccccc2)C(=O)c2ccccc21,71,66,48,58,27,73,75,77,29
C#CCOc1ccc(C(Nc2ccc(Br)cc2)c2nnnn2C2CCCCC2)cc1OC (stereo not given),84,97,104,90,96,104,93,94,65
CCCCC(Nc1ncnc2nc[nH]c12)C(=O)O (stereo not given),94,97,102,106,95,95,98,99,94
COc1cccc(OC)c1C#N,105,105,102,100,114,84,107,112,102
CC(=O)N[C@H](C(=O)N[C@@H](CCCNC(=N)N)C(=O)N[C@@H](CCCCN)C(=O)N[C@@H](CCCNC(=N)N)C(=O)N[C@]1(C)CCCCCC/C=C\CCC[C@@](C)(C(=O)N[C@@H](CCCNC(=N)N)C(=O)N[C@@H](CCC(=O)O)C(=O)N[C@@H](CC(C)C)C(=O)N[C@H](C(=O)N[C@@H](CCC(=O)O)C(N)=O)C(C)C)NC(=O)[C@H](CCC(N)=O)NC(=O)[C@H](CC(C)C)NC(=O)[C@H](CC(C)C)NC(=O)[C@H](CCCNC(=N)N)NC(=O)[C@H](CCCNC(=N)N)NC(=O)[C@H](CC(C)C)NC1=O)C(C)C,-11*,25,26,6.4*,-17*,2.8*,-47*,14,12
COc1ccccc1[C@H]1c2[nH]c3ccccc3c2C[C@H]2C(=O)N(CCCCCCC(=O)NO)CC(=O)N12,87,39,16,67,78,-6.1*,40,72,18
C[C@@H]1N=C(c2ccc(Cl)cc2)Nc2nc3ccccn3c2C1=O,78,92,84,93,64,93,85,92,97
Cc1ccc(C(=O)c2ccccc2)cc1C,112,108,112,102,109,109,98,108,86
NS(=O)(=O)c1ccc(N2C(=O)c3cccc4cccc(c34)C2=O)cc1,106,100,113,113,111,90,96,108,115

Next part.
compound,HCT-15,HCC-2998,SW-620,SNB-19,KM12,SNB-75,SF-539,SF-295,HCT-116
C[N+]12CCC34c5ccccc5NC3C3C(CC(=O)[O-])OCC=C(C1)C3CC42 (stereo not given),107,108,106,100,112,104,104,103,107
CCOC(=O)c1[nH]c(=S)n(Cc2ccccc2)c1C(=O)OCC,106,95,116,107,.,95,98,.,108
Clc1ccc(NN(Cc2ccncc2)c2ccc(Cl)cc2)cc1,88,107,91,105,97,90,110,69,56
CC(=O)CC(C)(C)NC(=S)Nc1ccc(O)cc1,96,94,96,99,96,94,96,100,88

Bioassay records as filed in PubChem.
